Screening data from PubChem.
IDE cell inh = inhibitors of human insulin-degrading enzyme in cells. HEK cells, FAbetaB cleavage, fluorescence polarization. inhibition, % at 5.59 µM. hit rate 0.41% among 320,000. AID 434962;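 active = percent inhibition above the average of all tested compounds plus 3 SD, set per screening campaign, cut at about 16% in these data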;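 also: IDE supplied by intact live HEK cells; FP after avidin binding of uncleaved biotin substrate so inhibition keeps polarization high; 0% = DMSO wells and 100% = 60 µM reference IDE inhibitor Ii1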
MEKK2 mut-MEK5 = signal of MEK5 binding to mutant human MEKK2 PB1 domain. percent response, % at 10 µM. AID 1530. hit rate 0.35% among 290,000. bead flow cytometry, Alexa488-MEK5 binding to MEKK2 mutant; in the data active = percent response above about 24%, passing the limit was not always enough; also: inactives centre near 1; some results filed as inactive read as strong as hits; reference of the scale not given here
UBC9 SUMO inh = SUMOylation inhibition | hit rate 0.36% among 290,000 | inhibition, % at 35 µM | P63279 | AID 2006 | HTRF SUMOylation assay, SAE1/SAE2 + UBC9, in vitro; in the data active = inhibition above about 50%, passing the limit was not always enough; also: strong numbers were not always called active
MEKK2 WT-MEK5 = raises or lowers MEK5 binding to wildtype human MEKK2 PB1 domain. bead flow cytometry, Alexa488-MEK5 binding to MEKK2 WT; actives lie on both sides. hit rate 1.1% among 290,000. Q9Y2U5. binding response (% of control), % at 10 µM. AID 1531; in the data active = binding response below about 67% or above about 130%
NALP1 inh = NALP1 inhibition. hit rate 0.61% among 280,000. S. cerevisiae NALP1/ASC/caspase-1 growth, X-gal OD620, 72 h. AID 2071. inhibition, % at 10 µM; in the data active = inhibition mostly above about 24%, no sharp cut-off; inactive = mostly below about 32%; also: some compounds called inactive have numbers as strong as hits
p-CIP stab down = p/CIP protein destabilization; Q05BA5; F442A p/CIP-EGFP cells, EGFP fluorescence, 16 h; decrease of EGFP signal, % at 10 µM; hit rate 0.01% among 290,000;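 active = EGFP signal decrease of at least 30% at 10 µM or well 3 SD below plate mean, unless failing retest; inactive = the rest, including hits failing retest or dose response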; also: some compounds called inactive have numbers as strong as hits; many of its hits are not listed in these tables
Target sequence (Q05BA5 1-1403): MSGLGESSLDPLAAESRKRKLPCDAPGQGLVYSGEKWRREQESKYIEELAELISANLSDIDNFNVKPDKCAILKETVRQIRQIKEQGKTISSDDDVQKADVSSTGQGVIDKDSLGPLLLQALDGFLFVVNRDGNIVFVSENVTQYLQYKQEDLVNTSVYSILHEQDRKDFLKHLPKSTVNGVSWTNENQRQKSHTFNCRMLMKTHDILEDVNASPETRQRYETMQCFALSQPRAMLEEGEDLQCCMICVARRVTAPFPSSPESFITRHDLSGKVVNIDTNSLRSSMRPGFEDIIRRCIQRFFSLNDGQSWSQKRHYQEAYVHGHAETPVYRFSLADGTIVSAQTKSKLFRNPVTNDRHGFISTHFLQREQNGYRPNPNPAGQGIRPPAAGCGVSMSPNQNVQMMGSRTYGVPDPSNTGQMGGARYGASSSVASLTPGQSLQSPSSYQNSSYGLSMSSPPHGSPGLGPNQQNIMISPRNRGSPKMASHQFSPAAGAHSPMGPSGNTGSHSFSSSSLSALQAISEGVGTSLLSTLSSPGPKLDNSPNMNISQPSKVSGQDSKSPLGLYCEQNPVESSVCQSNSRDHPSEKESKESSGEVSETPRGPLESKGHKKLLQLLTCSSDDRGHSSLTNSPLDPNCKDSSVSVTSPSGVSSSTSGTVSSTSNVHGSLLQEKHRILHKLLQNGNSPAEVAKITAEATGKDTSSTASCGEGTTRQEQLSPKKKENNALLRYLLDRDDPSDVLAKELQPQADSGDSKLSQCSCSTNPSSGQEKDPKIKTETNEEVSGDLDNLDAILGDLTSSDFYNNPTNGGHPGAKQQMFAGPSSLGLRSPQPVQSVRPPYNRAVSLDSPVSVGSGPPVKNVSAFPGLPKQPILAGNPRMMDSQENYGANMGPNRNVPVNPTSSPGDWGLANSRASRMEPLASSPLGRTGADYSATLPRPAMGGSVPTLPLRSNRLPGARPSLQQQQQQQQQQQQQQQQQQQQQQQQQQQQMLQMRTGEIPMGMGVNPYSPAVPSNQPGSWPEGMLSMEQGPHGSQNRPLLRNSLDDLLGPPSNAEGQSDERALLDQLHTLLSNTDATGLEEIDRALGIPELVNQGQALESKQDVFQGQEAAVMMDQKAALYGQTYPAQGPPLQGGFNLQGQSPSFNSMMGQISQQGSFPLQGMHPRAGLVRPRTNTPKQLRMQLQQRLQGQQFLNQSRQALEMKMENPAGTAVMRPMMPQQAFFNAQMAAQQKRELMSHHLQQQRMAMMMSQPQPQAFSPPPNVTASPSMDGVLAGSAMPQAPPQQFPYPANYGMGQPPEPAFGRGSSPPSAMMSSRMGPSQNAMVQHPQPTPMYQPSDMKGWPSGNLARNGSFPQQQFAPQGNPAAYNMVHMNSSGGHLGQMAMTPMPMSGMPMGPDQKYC
IDE act = boosts human insulin-degrading enzyme activity in HEK cells. activation, % at 5.96 µM. P14735. FAbeta-B cleavage, fluorescence polarization; 0% vehicle, 100% cell-free pure enzyme wells. hit rate 0.073% among 340,000;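 active = activation above the mean of all tested compounds plus 3 SD, set per screening campaign, cut at about 17% in these data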
MEKK3 PB1 HTS = modulators (inhibitors or enhancers) of MEK5 binding to human MEKK3 PB1 domain. hit rate 1.4% among 290,000. binding response (% of control), % at 10 µM. AID 1529. Q99759. bead-based flow cytometry, Alexa488-MEK5 binding to MEKK3; actives lie on both sides; 0 = blocked by unlabeled MEK5, 100 = vehicle;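 active = binding response more than 3 SD above or below the average of its plate-row segment, actives on both sides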;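 also: Alexa488 bead fluorescence after subtracting the streptavidin-only scavenger bead signal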
M18AAP inhibitor = blocks P. falciparum M18 aspartyl aminopeptidase; inhibition, % at 7.35 µM; recombinant PfM18AAP, H-Glu-NHMec fluorogenic cleavage; AID 1822; hit rate 1.2% among 290,000;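 active = inhibition above the campaign mean inhibition over all tested compounds plus 3 SD, cut at about 28% in these data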;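 also: 0% = plate median of test compound wells and 100% = 2 mM ZnCl2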
* marks the source's active call; other numbers are inactive results; · = not tested or not shown. These rows are one share of the data; count on the stated rates, not on these rows.

SMILES	IDE cell inh	MEKK2 mut-MEK5	UBC9 SUMO inh	MEKK2 WT-MEK5	NALP1 inh	p-CIP stab down	IDE act	MEKK3 PB1 HTS	M18AAP inhibitor
Cc1ccc(C(=O)Nc2nc3ccc(S(C)(=O)=O)cc3s2)o1	6.3	7.0	19.7	105.0	-54.8	-7.2	-3.1	103.0	5.8
COc1ccc(Nc2cc3n(c(=O)n2)CCc2cc(OC)c(OC)cc2-3)c(C)c1	1.4	7.0	18.3	104.0	2.6	-5.3	-4.6	107.0	-17.6
CCCCC12CN3CC(C)(CN(C1)C3c1ccc([N+](=O)[O-])o1)C2=O (stereo unspecified)	-9.6	3.0	1.4	99.0	15.9	-17.0	5.6	103.0	13.9
CCOC(=O)c1c(NC(=O)CSc2nnc(C)s2)sc2c1CCC(CC)C2 (stereo unspecified)	4.3	-1.0	-3.7	102.0	-24.5	8.2	6.1	100.0	-1.3
COc1ccc(OCCC(=O)OCC(=O)NCc2ccccc2)cc1	-2.7	8.0	-2.6	95.0	24.5	-0.1	2.8	104.0	-11.7
CCOc1ccc2nc(N/C(N)=N/C(=S)Nc3ccc(OC)cc3)nc(C)c2c1	-0.1	-7.0	1.9	95.0	-5.6	-6.6	3.4	96.0	-5.6
COc1ccc(C(c2c(NC(=O)c3ccccc3)sc(C)c2C)N2CCN(CCO)CC2)cc1 (stereo unspecified)	-3.4	-2.0	-21.6	95.0	42.7	-11.2	0.3	93.0	5.3
Nc1nc2n(n1)C(c1cccc(Cl)c1)CC(c1ccc(F)cc1)N2 (stereo unspecified)	4.0	0.0	6.1	98.0	-30.7	2.4	3.0	98.0	-4.9
CC(Nc1n[nH]c(=O)[nH]c1=O)C(=O)N/N=C/c1ccccc1 (stereo unspecified)	-0.7	-1.0	6.9	98.0	-6.4	6.0	4.4	100.0	2.9
O=C1c2ccccc2-c2onc3c(Oc4ccccc4)cc(O)c1c23	·	·	-7.0	·	-0.9	4.9	·	·	-4.0
CCN(CC)CCCNC(=O)c1ccc(Cl)c(S(=O)(=O)Nc2ccccc2OC)c1	-4.3	0.0	10.4	106.0	-6.3	-0.8	3.2	97.0	-2.9
Cc1ccc(NC(=O)CN(C)CC(=O)Nc2ccc(F)c(F)c2F)c(Cl)c1	-1.8	-2.0	10.1	98.0	4.5	-14.0	-1.5	98.0	-2.0
CCOC(=O)c1c(-c2ccc(OC)cc2)csc1NC(=O)CSc1ncnc2sccc12	-0.9	16.0	-11.5	88.0	31.5	-15.6	1.1	101.0	-1.4
COc1ccc(N(CC(=O)Nc2cccc(SC)c2)S(C)(=O)=O)cc1	2.4	4.0	13.0	104.0	1.2	-8.5	-3.2	101.0	-5.0
S=C(NC1CCCCC1)N1CCOCC1	-3.9	2.0	2.2	103.0	·	-1.7	10.3	102.0	-0.8
O=C(CCNC(=O)c1ccccc1Cl)Nc1cc(S(=O)(=O)N2CCOCC2)ccc1N1CCCC1	-1.4	-23.0	9.3	79.0	·	3.7	8.1	84.0	-1.0
CS(=O)(=O)Cc1ccc(C(=O)NC2CCCc3ccccc32)cc1 (stereo unspecified)	2.1	-6.0	-2.7	102.0	7.4	12.1	5.2	99.0	-0.3
CNS(=O)(=O)c1cc(OC)ccc1OC	1.5	2.0	12.2	103.0	5.6	-0.9	-7.2	97.0	-7.4
CCOCCCn1c(=NC(C)=O)c(C#N)cc2c(=O)n3ccccc3nc21	3.8	2.0	20.6	103.0	6.8	-5.4	5.8	109.0	6.2
O=C(CSc1nnc(-c2ccco2)o1)Nc1ccccc1Cl	7.3	6.0	-5.4	102.0	1.6	-6.8	-1.3	100.0	-5.5
Cc1cc2cc(CCNC(=O)CC(C)C)c(=O)[nH]c2cc1C	·	-7.0	21.4	95.0	26.0	-4.2	·	89.0	-8.9
CCOC(=O)/C=C1\SCC(=O)N1CC(=O)NC(C)c1ccccc1 (stereo unspecified)	6.8	-1.0	-14.5	104.0	16.7	3.2	-6.2	104.0	-3.4
Cc1nn(-c2ccccc2)c2c1C(c1ccc([N+](=O)[O-])cc1)C(C#N)=C(N)O2 (stereo unspecified)	4.3	8.0	19.9	96.0	-2.3	0.9	1.7	113.0	27.7
COc1ccc(/C=C2\CC/C(=C\c3ccc(OC)c(OC)c3)C2=O)cc1OC	-4.7	3.0	4.1	104.0	24.2	1.9	1.2	106.0	2.7
O=C(CC(NS(=O)(=O)c1ccc(Cl)cc1)c1ccco1)NCc1cccnc1 (stereo unspecified)	-6.1	9.0	-21.9	107.0	1.1	0.9	5.2	103.0	2.1
CCOc1ccc(S(=O)(=O)N(CC(=O)NC2CCCC2)c2ccc(F)cc2)cc1	4.1	9.0	0.1	108.0	2.0	-34.1	1.9	109.0	-2.4
CCn1cc([N+](=O)[O-])c(=O)c2cc(F)c(N3CCOCC3)cc21	4.6	-2.0	10.2	98.0	20.7	-4.3	1.8	99.0	3.2
O=C(O)c1cc2c(s1)-c1ccccc1OC2	2.8	12.0	28.2	113.0	11.2	-16.0	1.3	112.0	2.6
COc1ccc(CC(=O)Nc2cccc(C(=O)Nc3cccc(C)c3)c2)cc1	13.4	0.0	6.8	99.0	3.1	-6.7	·	103.0	-4.0
O=C(COC(=O)c1ccccc1-c1nc2ccccc2s1)NC1CCS(=O)(=O)C1 (stereo unspecified)	0.5	18.0	6.6	116.0	6.7	-6.9	0.2	99.0	-1.2
O=C(CSc1nnnn1-c1ccccc1)Nc1ccc(Cl)cc1	5.6	-13.0	3.2	92.0	10.4	24.1	3.3	95.0	-1.4
Clc1ccc(Cl)c(-c2nc(-c3ccncc3)no2)c1	-3.0	4.0	11.8	106.0	19.3	3.8	3.6	107.0	-12.6
CN(C)CCCOC(=O)Cc1ccc(Cl)cc1	3.2	6.0	9.7	107.0	17.8	-6.8	5.7	105.0	-7.0
C=CCn1c(C)nc2ccccc2c1=O	1.7	-10.0	27.2	90.0	16.5	-8.4	1.9	102.0	-0.7
COc1cc(NC(=O)c2sc3ncn(CC(=O)N4CCCC(C)C4)c(=O)c3c2C)cc(OC)c1OC (stereo unspecified)	8.3	4.0	0.1	101.0	-14.6	-2.9	-0.1	102.0	6.0
COc1ccc(OC)c(S(=O)(=O)Nc2ccc3c(c2)n(C)c(=O)n3C)c1	3.7	8.0	13.8	104.0	-0.8	8.1	0.5	104.0	0.5
O=C(Cc1cc(=O)[nH]c(=O)[nH]1)NCCN1CCOCC1	1.5	8.0	-3.8	105.0	-78.3	-0.2	5.4	107.0	-9.8
COc1ccc(N2CCOCC2)c(NC(=O)c2cccs2)c1	1.9	-3.0	0.9	101.0	14.7	-2.0	-2.4	101.0	-12.7
COc1ccc(OC)c(C2=Nn3c(nnc3-c3cccc(OC(C)C)c3)SC2)c1	2.4	-4.0	5.3	90.0	-3.4	0.4	9.3	99.0	-22.8
COc1ccc(C)cc1NC(=O)C(OC(=O)c1ccc(Cl)c(S(=O)(=O)N(C)c2ccccc2)c1)c1ccccc1 (stereo unspecified)	-0.7	4.0	-2.1	97.0	24.8	0.1	3.0	101.0	-8.3
CC(NC(=O)CNC(=O)c1cccc(Cl)c1)c1ccccc1 (stereo unspecified)	3.0	0.0	16.4	102.0	9.4	-4.4	0.2	102.0	-8.8
C=CCNC(=O)c1cc(-c2ccc(Br)cc2)on1	-3.5	·	-11.1	·	5.2	-8.5	-7.6	·	-10.7
COc1ccc(Br)cc1/C=C/c1ccc2cccc(O)c2n1	0.7	2.0	8.2	106.0	-3.3	2.4	1.5	109.0	-1.2
O=C(COC(=O)/C=C/c1cccc(F)c1)Nc1ncccn1	-0.7	-1.0	7.6	99.0	·	6.4	0.5	102.0	-9.1
CC(C)c1cc(C(=O)Nc2cccc(C(F)(F)F)c2)no1	2.4	1.0	23.9	98.0	10.0	-5.9	-0.6	99.0	1.5

Retrieved one by one from the entries so far:
SMILES	IDE cell inh	MEKK2 mut-MEK5	UBC9 SUMO inh	MEKK2 WT-MEK5	NALP1 inh	p-CIP stab down	IDE act	MEKK3 PB1 HTS	M18AAP inhibitor
COc1ccc(Br)cc1/C=C/c1ccc2cccc(O)c2n1	0.7	2.0	8.2	106.0	-3.3	2.4	1.5	109.0	-1.2
COc1ccc(C)cc1NC(=O)C(OC(=O)c1ccc(Cl)c(S(=O)(=O)N(C)c2ccccc2)c1)c1ccccc1 (stereo unspecified)	-0.7	4.0	-2.1	97.0	24.8	0.1	3.0	101.0	-8.3
O=C(Cc1cc(=O)[nH]c(=O)[nH]1)NCCN1CCOCC1	1.5	8.0	-3.8	105.0	-78.3	-0.2	5.4	107.0	-9.8
CC(NC(=O)CNC(=O)c1cccc(Cl)c1)c1ccccc1 (stereo unspecified)	3.0	0.0	16.4	102.0	9.4	-4.4	0.2	102.0	-8.8
COc1ccc(OC)c(C2=Nn3c(nnc3-c3cccc(OC(C)C)c3)SC2)c1	2.4	-4.0	5.3	90.0	-3.4	0.4	9.3	99.0	-22.8

Later entries
SMILES	IDE cell inh	MEKK2 mut-MEK5	UBC9 SUMO inh	MEKK2 WT-MEK5	NALP1 inh	p-CIP stab down	IDE act	MEKK3 PB1 HTS	M18AAP inhibitor
COCCNC(=O)C(=O)N/N=C(\C)CC(=O)Nc1cccnc1	-1.0	5.0	7.0	96.0	-3.5	4.1	0.9	106.0	-3.0
COc1ccc(-c2noc(CN3CCN(c4ccccc4)CC3)n2)cc1	3.0	-1.0	-9.0	103.0	-24.2	-0.3	0.9	93.0	5.8
COc1ccc(NC(=O)Nc2ccccc2SC)cc1OC	5.9	-9.0	3.4	82.0	0.1	4.0	2.3	88.0	-1.4
CCC(=O)Nc1cccc(NC(=S)NC(=O)c2ccc(Cl)cc2)c1	0.5	12.0	-0.5	110.0	18.8	-4.4	-0.1	101.0	-6.9
Cc1cc(N2C(=O)C3C4CC(c5ccccc5)C(C4)C3C2=O)no1 (stereo unspecified)	4.7	2.0	3.7	101.0	-3.9	1.1	-0.1	107.0	-5.7
S=C(Nc1ccccc1)Nc1ccc2cn[nH]c2c1	0.4	-29.0	14.6	74.0	18.7	1.9	-1.3	66.0	6.8
Cn1c(=O)c2c(nc(Oc3ccc4ccccc4c3)n2C)n(C)c1=O	-0.8	14.0	-4.7	104.0	5.6	-15.5	1.0	103.0	5.2
COc1cccc(NC(=O)c2ccc(Cn3cc([N+](=O)[O-])cn3)o2)c1	4.8	-3.0	-9.8	95.0	36.0	-0.8	4.2	97.0	4.4
O=C1CC(SCCc2nc3ccccc3[nH]2)C(=O)N1c1ccc(F)cc1 (stereo unspecified)	-3.2	8.0	-11.2	105.0	8.5	-7.8	6.1	105.0	-25.8
COC(=O)c1ccc(-n2nnnc2SCC(=O)NCc2cccc(C(=O)O)c2)cc1	2.0	-4.0	-8.8	95.0	22.6	-7.1	-3.1	94.0	0.6
NC(=S)NN=C1c2cc(OCCN3CCOCC3)ccc2-c2ccc(OCCN3CCOCC3)cc21	-7.8	11.0	2.3	114.0	12.1	-11.3	1.6	106.0	5.3
FC(F)(F)c1cccc(-c2nc(COc3ccc(Cl)cc3Cl)no2)c1	3.5	3.0	-16.7	101.0	6.8	-11.5	-4.2	99.0	-0.4
Clc1cccc(CN2CCCCCC2)c1	-3.9	10.0	7.2	107.0	11.3	1.3	2.8	106.0	3.1
CCc1ccc(Nc2ncc3c(n2)CC(c2ccco2)CC3=O)cc1 (stereo unspecified)	8.7	2.0	20.5	99.0	18.5	-3.5	1.8	102.0	-4.4
COc1ccccc1C(=O)N/C(=C/c1ccc2c(c1)OCO2)C(=O)Nc1ccc(C(=O)O)cc1	-2.0	4.0	14.9	104.0	11.6	-2.7	2.5	102.0	3.6
